Source: PubChem BioAssay
KCNQ1 inh: human KCNQ1 channel inhibition; P51787; CHO-K1 KCNQ1, FluxOR thallium flux fluorescence; active compounds read high; B-score at 10 µM; hit rate 1.3% among 310,000;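 active means compounds whose thallium flux B-score, printed positive for inhibition, exceeds three library SD while starting fluorescence stays within three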;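 further: channel opened by potassium depolarization with thallium stimulus after 20 min compound exposure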
KCNK3 inh: human KCNK3 channel inhibition, primary screen | hit rate 0.84% among 340,000 | B-score at 10 µM | O14649 | CHO-KCNK3 thallium flux, FluxOR fluorescence; active compounds read low;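 active means B-score under library mean minus 4 SD, starting fluorescence ratio at most library mean plus 5 SD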;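 further: more negative B-score means stronger inhibition of thallium flux through KCNK3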
RGS4 pot: RGS4 potentiation or activation; B-score at 10 µM; hit rate 0.92% among 310,000; HEK293 M3R/inducible RGS4, carbachol calcium flux Fluo4; active compounds read low; AID 463111;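 active means B-score of the integrated calcium signal more than 4 SD below the library mean, with starting fluorescence not abnormally high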;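 further: negative B-score means reduced calcium response which marks RGS4 activation or potentiation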
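Reagent: ECmax carbachol challenge; Test system: M3R-expressing HEK293 line, RGS4 induced by doxycycline; Schedule: overnight RGS4 induction, 30 min dye load 37 °C, 20 min compound RT; Detection: calcium dye Fluo4 fluorescence; Read-out: Agonist-evoked peak-minus-minimum fluorescence over baseline, integrated ratio, B score.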
ANO1 block: blocks the mouse calcium-activated chloride channel TMEM16A. Q8BHY3. HEK293 TMEM16A/YFP iodide influx fluorescence, ionomycin. normalized B-score (activity score, 25-100; higher = stronger inhibition) at 10 µM. hit rate 1.2% among 310,000;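 active means ratio plate-corrected score three or more library SD toward inhibition, starting fluorescence score within five deviations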;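 further: score derived from kinetic fluorescence span divided by baseline fluorescence per well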
Target sequence (Q8BHY3 whole entry, looked up): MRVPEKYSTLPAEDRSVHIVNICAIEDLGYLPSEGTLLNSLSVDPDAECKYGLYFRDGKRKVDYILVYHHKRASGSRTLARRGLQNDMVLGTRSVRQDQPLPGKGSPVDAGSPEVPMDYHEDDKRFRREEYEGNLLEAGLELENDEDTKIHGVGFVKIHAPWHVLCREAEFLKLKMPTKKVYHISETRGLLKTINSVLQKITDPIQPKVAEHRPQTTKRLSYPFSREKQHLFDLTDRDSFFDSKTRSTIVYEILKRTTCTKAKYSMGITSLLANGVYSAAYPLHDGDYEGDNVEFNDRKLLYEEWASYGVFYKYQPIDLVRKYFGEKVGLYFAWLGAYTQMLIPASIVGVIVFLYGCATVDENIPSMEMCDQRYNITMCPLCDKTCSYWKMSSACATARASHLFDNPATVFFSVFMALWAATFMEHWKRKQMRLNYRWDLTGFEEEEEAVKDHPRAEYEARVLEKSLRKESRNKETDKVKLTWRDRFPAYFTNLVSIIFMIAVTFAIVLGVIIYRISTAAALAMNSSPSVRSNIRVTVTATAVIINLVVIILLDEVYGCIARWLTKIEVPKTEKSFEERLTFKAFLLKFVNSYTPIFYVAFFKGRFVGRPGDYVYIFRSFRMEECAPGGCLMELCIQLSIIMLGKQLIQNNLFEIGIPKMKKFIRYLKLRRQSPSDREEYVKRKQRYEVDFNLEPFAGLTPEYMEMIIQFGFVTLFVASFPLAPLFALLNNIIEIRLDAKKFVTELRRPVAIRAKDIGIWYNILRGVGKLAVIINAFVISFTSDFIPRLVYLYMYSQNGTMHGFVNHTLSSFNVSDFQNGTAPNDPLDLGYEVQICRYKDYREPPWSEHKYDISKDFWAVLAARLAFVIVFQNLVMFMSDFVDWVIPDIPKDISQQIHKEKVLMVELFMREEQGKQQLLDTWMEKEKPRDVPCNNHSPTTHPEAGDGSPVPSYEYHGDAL
SKKanGAS inh: SKKanGAS growth inhibition; inhibition, % at 7.5 µM; hit rate 1.3% among 300,000; S. pyogenes SKKanGAS, kanamycin growth, BacTiter-Glo, 6 h;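 active means mean replicate score, as percent of positive control median, at least 50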;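 further: strain carries kanamycin resistance gene driven by streptokinase promoter and grows in 40 µg/ml kanamycin; loss of luminescence reflects streptokinase promoter inhibition or plain growth inhibition; 0% = median of DMSO wells and 100% = positive control at its reference dose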
hERG protect: shields human hERG channel from block by proarrhythmic agents | CHO-hERG, FluxOR thallium flux, dofetilide IC70 present | activation (rescue from dofetilide block), less the hit threshold, % at 10 µM | hit rate 0.51% among 310,000 | AID 1511;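 active means activation above the mean of controls blocked by dofetilide plus 5 SD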;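 further: thallium influx through hERG after potassium depolarization seen as dye fluorescence rise; in these data hits start at about 4.7%; inactives centre near -7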
TMEM16A act: activates or potentiates the mouse TMEM16A chloride channel; Q8BHY3; HEK293 TMEM16A/YFP-H148Q/I152L, iodide quench fluorescence; active compounds read low; B-score at 10 µM; hit rate 0.3% among 340,000; AID 623877;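 active means fluorescence-ratio B-score plate-corrected deviation score at least 3 library SD below zero, with starting fluorescence score within 5 deviations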;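 further: channel opened by trigger with iodide after compound preincubation; score built on the fluorescence ratio of max minus min over baseline; more negative score means more quench and so TMEM16A activation or potentiation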
HDAC3 inh: blocks human histone deacetylase 3. AID 2718. hit rate 0.15% among 320,000. inhibition, % at 8.3 µM. recombinant HDAC3, fluorogenic peptide/trypsin coupled, fluorescence; in the data active means inhibition above about 26%, passing the limit was not always enough
RGS4 inh: inhibitors of human RGS4. P49798. HEK293 M3R/RGS4 inducible, Fluo-4 calcium flux; active compounds read high; triggered by carbachol at its EC20. B-score at 10 µM. hit rate 0.45% among 310,000. AID 463165;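 active means B-score, a plate-corrected calcium signal, over three deviations above library mean, with baseline fluorescence within five deviations of library mean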;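 further: RGS4 expression induced by doxycycline in cells with stable M3 receptor; B-score is computed from the integrated fluorescence ratio over baseline after carbachol; higher B-score means a larger calcium signal and so more RGS4 inhibition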
KCNQ1 act: human KCNQ1 channel potentiation or activation; P51787; CHO-K1 KCNQ1, thallium flux FluxOR fluorescence; active compounds read high; B-score at 10 µM; hit rate 0.35% among 310,000; AID 2648;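 active means fluorescence ratio B-score, a plate-corrected score, at least three library SD, with initial intensity B-score within 5 SD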
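assay system = CHO-K1 cells stably expressing KCNQ1 | medium = assay buffer, equal DMSO in all wells | timing = 37 °C overnight plating, 90-min dark dye load, 20-min compound pretreatment | measured by = kinetic FluxOR thallium fluorescence, 10-s 1-Hz baseline, 110-s post-stimulus read | measure = fluorescence change relative to baseline, converted to B score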
KCNK9 inh: human KCNK9 channel inhibition; Q9NPC2; HEK293 KCNK9, FluxOR thallium flux fluorescence; active compounds read low; B-score at 10 µM; hit rate 1.2% among 310,000;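 active means ratio B-score over 3 SD below the library mean, with starting fluorescence within 5 SD of its mean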;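 further: negative B-score means less thallium flux so channel inhibition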
Numbers without * were called inactive; i = inactive; / = no result given.

SMILES	KCNQ1 inh	KCNK3 inh	RGS4 pot	ANO1 block	SKKanGAS inh	hERG protect	TMEM16A act	HDAC3 inh	RGS4 inh	KCNQ1 act	KCNK9 inh
CCN1C(=O)C(=O)N(Cc2ccc(OC)c(F)c2)C1=O	i	i	i	i	-7	-2	i	2	i	i	i
COc1c(F)c(F)c(C(=O)Nc2ccc(N3CCN(C(C)=O)CC3)c(Cl)c2)c(F)c1F	i	i	i	i	6	-9	i	/	i	i	i
Cc1cc(C(C)(C)C)oc1C(=O)NCCCNC(=O)c1oc(C(C)(C)C)cc1C	i	i	i	i	-16	-8	i	-7	i	i	i
CCC1(C)Cc2c(C#N)c(SC)nc(N3CCOCC3)c2CO1 (stereo not given)	i	i	i	i	-5	-11	i	13	i	i	i
Cc1ccc(N2C(=O)CC(NCc3ccc4c(c3)OCO4)C2=O)cc1Cl (stereo not given)	i	i	i	i	-1	-11	i	10	i	i	i
Cc1cccc(OCC(=O)Nc2ccc(CN3CCOCC3)cc2)c1C	i	i	i	i	-6	-11	i	-4	i	i	i
CCOC(=O)c1cccc(S(=O)(=O)N(CCO)Cc2cc3cc(OC)ccc3[nH]c2=O)c1	i	i	i	i	-2	-10	i	/	i	i	i
COCCNC(=S)Nc1ccc2[nH]c(=O)[nH]c2c1	i	i	i	i	-4	-14	i	/	i	i	i
CCOC(=O)C1=C(N)N(c2ccccc2)C2=C(C(=O)CCC2)C1c1cccnc1 (stereo not given)	i	i	i	i	-1	-12	i	-1	i	i	i
Cc1ccc(C)c(CSc2nnc(C)c(=O)n2N)c1	i	i	i	i	-6	-7	i	-3	i	i	i
C=CCC1(CC=C)CCCN1C(=O)CC1C(=O)NCCN1Cc1ccc(OC)c(OC)c1 (stereo not given)	i	i	i	i	5	-7	i	0	i	i	i
COc1cc(F)ccc1CN1CCC(n2nccc2NC(=O)C2CCOC2)CC1 (stereo not given)	i	i	i	i	52*	-11	i	6	i	i	i
Cc1c(NP(=O)(Oc2ccccc2F)Oc2ccccc2F)c(=O)n(-c2ccccc2)n1C	i	i	i	i	10	-10	i	1	i	i	i
CSc1nc2c(c(=O)[nH]1)C(c1cccc(Cl)c1Cl)CC(=O)N2 (stereo not given)	i	i	i	i	0	-4	i	6	i	i	i
CCOc1ccc(OCC)c(S(=O)(=O)n2cnc(C)c2)c1	i	-8.8*	i	i	-1	-9	i	-6	i	i	i
CCCCSc1nc2c(cc1C#N)CCC2	i	i	i	i	-3	-8	i	2	i	i	i
COc1ccccc1OCCNC(=O)c1cc(=O)[nH]c2ccccc12	i	i	i	i	0	-8	i	-8	i	i	i
Nn1c(-c2ccccn2)nnc1-c1ccccn1	i	i	i	i	-3	-8	i	2	i	i	i
O=c1c2ccccc2nc(SCc2nnc(-c3ccccc3)o2)n1-c1ccc(F)cc1F	i	i	i	i	3	-14	i	11	i	i	i
COc1ccc(N(/N=C2\Sc3ccccc3C2=O)C(C)=O)cc1	i	i	i	/	1	-11	i	/	i	i	i
CCN(CC)CCNC(=O)c1ccc(NC(=O)c2ccccc2-c2ccc(C(F)(F)F)cc2)cc1	i	i	-9.5*	i	1	-14	i	-1	i	i	i
C/C(=N\NC(=O)c1cccnc1)c1ccc(OC2OCCOC2Oc2ccc(/C(C)=N/NC(=O)c3cccnc3)cc2)cc1 (stereo not given)	i	i	i	i	-1	-8	i	9	i	i	i
CC(C)c1ccc(NC2CCCN(C(=O)c3ccncc3)C2)cc1 (stereo not given)	i	i	i	i	-13	-8	i	3	i	i	i
CCCCn1c(N)c(N(CCOC)C(=O)C2CCN(c3ncnc4sc(C)c(C)c34)CC2)c(=O)[nH]c1=O	i	i	i	i	-1	-12	i	1	i	i	i
Cc1noc(C)c1C(=O)Nc1nnc(CC(C)C)s1	i	i	i	i	-2	-6	i	7	i	i	i
O=C(COc1ccc(-c2ccccc2)cc1)N/N=C/c1cc(O)ccc1Br	11*	i	i	i	98*	-5	i	8	i	i	i
COc1cccc(NC(=S)NN2C(C)CCCC2C)c1 (stereo not given)	i	i	i	i	-12	-9	i	1	i	i	i
O=C(CSc1nnnn1-c1ccc(O)cc1)N1N=C(c2ccc3ccccc3c2)CC1c1ccccc1 (stereo not given)	i	/	i	i	3	-6	/	-4	i	i	i
CCOC(=O)C1=C(C)OC(N)=C(C#N)C1c1cc2cc(C)ccc2nc1N1CCCCC1 (stereo not given)	i	i	i	i	3	-16	i	2	i	i	i
Cc1ccc(-c2nc(=S)c3c(n2Cc2ccco2)CC(C)(C)OC3)cc1	i	i	i	i	8	-8	i	11	i	12*	i
C/C(=N/NC(=O)c1ccc(Br)o1)c1cccs1	i	i	i	i	4	0	i	-2	i	i	i
Cc1ccc(OCCNC(=O)c2ccc3ccccc3n2)cc1	i	i	i	i	-15	-12	i	0	i	i	i
CCN(CC)C(=O)c1c(-c2ccccc2)oc2ccc(O)cc12	i	i	i	i	2	-4	i	3	i	i	i
Cc1ccc(C)c(NC(=S)NNC(=O)c2ccco2)c1	i	i	i	i	-3	-7	i	2	i	i	i
COC(=O)c1sccc1NC(=S)N1CCN(c2cccc(C)c2C)CC1	i	i	i	i	4	-11	i	-3	i	i	i
O=C(OCCC1Oc2cccnc2NC1=O)c1ccc(F)cc1 (stereo not given)	i	i	i	i	-8	-10	i	-5	i	i	i
CCOC(=O)c1c(NC(=O)C(C)NCc2ccco2)sc2c1CCC(C)C2 (stereo not given)	6*	i	i	i	18	-11	i	16	i	i	i
CC(C)OC(=O)CC(=O)CSc1nc2c(c(-c3cccs3)c1C#N)CCC2	i	i	i	i	9	-6	i	4	i	i	i
N#Cc1ccccc1NC(=O)c1cc(=O)c2ccccc2o1	i	i	i	i	-3	-7	i	-1	i	i	i
ONC(=Nc1ccccc1)C(=Nc1ccccc1)NO	i	i	i	i	2	-2	i	-2	i	i	i
CC(=O)Nc1cccc(NC(=O)CSc2nnc(Cc3cccn3C)n2-c2ccc(C)cc2)c1	i	i	i	i	-1	-11	i	-1	i	i	i
CCOC(=O)c1ccc(NNC(=O)CC)c([N+](=O)[O-])c1	i	i	i	i	2	-11	i	/	i	i	i
CCn1cc(C(=O)NCCCOC)c(=O)c2cc(S(=O)(=O)N3CCCC3)ccc21	i	i	i	i	-2	-10	i	10	i	i	i
O=[N+]([O-])c1nn(-c2ccccc2)n(O)c1=NC1CCN(Cc2ccccc2)CC1	i	i	i	i	2	-11	i	5	i	i	i
CS(=O)(=O)Nc1ccccc1C(=O)Nc1cc2c(cc1C(=O)O)OCCCO2	i	i	i	i	6	-11	i	4	i	i	i
Cc1[nH]c2ccccc2c1/C=N/NC(=O)CNC(=O)c1ccc2c(c1)OCO2	i	i	i	i	-18	-6	i	0	i	i	i
CCC(=O)N1CCc2cc(Br)cc(S(=O)(=O)N3CCCC(C(=O)NC(C)(C)C)C3)c21 (stereo not given)	i	i	i	i	-11	-11	i	10	i	i	i
Cc1cccc2sc(NC(=O)c3ccc(NS(=O)(=O)c4cccs4)cc3)nc12	i	i	i	i	79*	-10	i	-37	i	i	i
CC(C)[C@H](NC(=O)c1cccc(S(=O)(=O)N2CCOCC2)c1)C(=O)Nc1nc2ccccc2s1	i	i	i	i	5	-6	i	0	i	i	i
c1ccc(CCc2ccccc2-c2nc(-c3cccnc3)no2)cc1	i	i	i	i	17	-5	i	0	i	i	i
CCOc1ccc(OCC)c(NC(=O)C2CCN(S(=O)(=O)c3cnc[nH]3)CC2)c1	i	i	i	i	1	-10	i	-2	i	i	i
C[N+](C)(C)CCCNC(=O)c1ccc(/C=N/O)nc1	i	i	i	i	2	-8	i	15	i	i	i
Cc1ccccc1C(=O)NCC(=O)NNC(=S)NC(=O)c1ccccc1C	i	i	i	i	6	-2	i	0	i	i	i
CCCn1c(=O)cc(N)n(-c2ccc(OC(F)(F)F)cc2)c1=O	i	i	i	i	6	-3	i	0	i	i	i
O=C(Cn1cnc2scc(-c3ccc(F)cc3)c2c1=O)N1CCOCC1	i	i	i	i	3	-2	i	2	i	i	i
CN(C)CCNC(=S)Nc1ccccc1Cl	i	i	i	i	3	-5	i	5	i	i	i
COc1ccc(CCN(C)C2CCCN(C(=O)c3sccc3C)C2)cc1OC (stereo not given)	i	i	i	i	-1	-8	i	19	i	i	i
O=C(c1ccc2c3c(cccc13)CC2)C1CCCN(Cc2ccc(OCCO)cc2)C1 (stereo not given)	i	i	i	i	8	-8	i	-17	i	i	i
CCOC(=O)C1=C(c2ccc(OC)cc2)C(=O)c2ccccc2C1=O	i	/	i	i	55*	-3	/	6	i	i	i
CCCCN(c1nc2ccccc2nc1Cl)S(=O)(=O)c1ccc(C)cc1	11*	i	i	i	12	-24	i	6	i	i	i
Later entries.
SMILES	KCNQ1 inh	KCNK3 inh	RGS4 pot	ANO1 block	SKKanGAS inh	hERG protect	TMEM16A act	HDAC3 inh	RGS4 inh	KCNQ1 act	KCNK9 inh
Cc1c(C(=O)N2CCC(C)CC2)sc2ncn(CC(=O)N3CCC(C)CC3)c(=O)c12	i	i	i	i	-6	-4	i	-1	i	i	i
Cc1ccc(S(=O)(=O)NCCSc2nnnn2-c2cc(C)ccc2C)cc1	i	i	i	i	-4	-9	i	4	i	i	i
Cc1ccc2nc(-c3cccc(Br)c3)cc(C(=O)NC3=NCCS3)c2c1	i	i	i	i	48	-28	i	9	i	i	i
O=C(NCc1ccc2c(c1)OCO2)c1cc(F)c(F)cc1Cl	i	i	i	i	-1	-8	i	-6	i	i	i
O=C(Nc1cccc(F)c1)c1c(O)c2cccc3c2n(c1=O)CCC3	i	/	i	i	-3	-9	/	-1	i	i	i
Cn1cnc2cc(NCc3ccccc3Cl)ccc21	i	i	i	i	-15	-4	i	-3	i	i	i
O=C(OCC(=O)N1CCN(c2ccccc2)CC1)C1=COCCO1	i	i	i	i	-10	-8	i	6	i	i	i
O=C(CCCN1C(=O)c2cccc3cccc(c23)C1=O)N1CCN(c2ccccn2)CC1	i	i	i	i	-8	-8	i	-3	i	i	i
Cc1cccc2sc(NC(=O)Cn3cccc3)nc12	i	i	i	i	-6	-7	i	1	i	i	i
OCCN1CCN(C(=S)NC2CCCC2)CC1	10*	i	i	i	-7	-12	i	-1	i	i	i
